From PubChem BioAssay
D2 ag = HTS Assay for Allosteric Agonists of the Human D2 Dopamine Receptor: Primary Screen for Agonists; AID 485358, 2010; HEK293 T-REx D2 cells, calcium flux agonist mode; actives 0.53% (n = 340,000); activation, % at 2 µM;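 active = activation over 3 SD above normal in the single-dose calcium agonist read, cut at about 30% in these data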; note: 0% is about no effect
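Agonism is scored from calcium flux in a force-coupled, inducible HEK293 cell line expressing D2, read kinetically for 180 s after compound addition against dopamine controls.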
Vif-APOBEC3G blk = qHTS for Inhibitors of Vif-A3G Interactions: qHTS; DNA dC->dU-editing enzyme APOBEC-3G (Homo sapiens), Q9HC16; HeLa A3G-eYFP + Vif (tagged APOBEC3G with the HIV-1 protein that degrades it), YFP fluorescence, overnight; AID 602310, 2012; actives 0.076% (n = 410,000); Potency, µM (series often up to 46.1 µM), for the others: at the highest dose activity, negative = active, hits mostly inhibitors;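 note: potency is the fitted concentration of half-maximal effect; % is set by controls: 0 for no effect and ±100 for the full control effect; nearly all actives have a fitted effect of over 60% in size; hits raise eYFP signal because A3G escapes Vif-driven loss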
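HeLa cells stably expressing Vif and C-terminally eYFP-tagged A3G, seeded overnight at 37 deg C, then exposed to compound by pintool overnight at 37 deg C. Rise in yellow fluorescence (Ex 488/Em 500-530, Acumen) marks blocked Vif-driven A3G degradation.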
ERG Ets-DNA blk = qHTS for Small Molecule Inhibitors of the ERG Ets/DNA interaction; Transcriptional regulator ERG (Homo sapiens), P11308; fluorescence polarization, His-ERG Ets domain / labelled DNA; Potency, µM (series often up to 76.9 µM), for the others: top-dose FP activity, negative = inhibition, usual class: inhibitors; actives 0.028% (n = 370,000); AID 624246, 2012; active = well fitted inhibition curve with a large enough effect in the polarisation, with a control signal flat; inconclusive = small, poorly fitted or top-dose-only effect, or effect the other way, or a change in a side signal; inactive = no such curve, though single readings can be large or run the other way; the % refers to the polarisation;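 note: polarization taken with two DNA probes labelled with fluorescein and Texas red; potency is the fitted concentration of half-maximal effect; % of control where 0% means no effect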
Target sequence (P11308 whole entry, looked up, the tested form may be a part): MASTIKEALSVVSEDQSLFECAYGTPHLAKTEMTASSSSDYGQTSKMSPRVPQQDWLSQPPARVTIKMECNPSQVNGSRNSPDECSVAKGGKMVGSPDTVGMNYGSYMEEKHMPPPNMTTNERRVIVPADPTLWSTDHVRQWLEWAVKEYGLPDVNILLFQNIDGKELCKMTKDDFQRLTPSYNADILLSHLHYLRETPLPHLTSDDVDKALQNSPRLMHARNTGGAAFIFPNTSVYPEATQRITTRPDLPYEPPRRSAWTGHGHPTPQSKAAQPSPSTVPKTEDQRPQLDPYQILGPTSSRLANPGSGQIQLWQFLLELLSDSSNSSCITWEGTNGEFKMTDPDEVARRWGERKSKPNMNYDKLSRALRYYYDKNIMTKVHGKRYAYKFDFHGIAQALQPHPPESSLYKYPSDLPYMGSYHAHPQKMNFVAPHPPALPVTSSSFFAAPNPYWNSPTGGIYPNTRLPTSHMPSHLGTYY
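His-tagged ERG Ets domain (1 uM in the protein solution; 300mM KCl, 50mM Tris-HCl, 1mM EDTA, 1mM DTT, pH 7.5) received compound, then a probe mix of 5 nM fluorescein-DNA and 100nM Texas-615-DNA. Fluorescence polarization was read for both dyes.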
Vif-APOBEC3F blk = qHTS for Inhibitors of Vif-A3F Interactions: qHTS; Potency, µM (titrated, usually from 46.1 µM), without a hit: at the top dose activity, negative = active; AID 602313, 2012; actives 0.2% (n = 390,000); HeLa A3F-eYFP + Vif (tagged APOBEC3F with the HIV-1 protein that degrades it), YFP fluorescence increase; note: potency is the fitted concentration of half-maximal effect; % of control where 0% means no effect; nearly all actives have a fitted effect of over 65% in size
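HeLa cells stably expressing A3F-eYFP plus Vif, plated and incubated overnight at 37 deg C, then exposed to compounds overnight at 37 deg C. Blocked degradation read as raised yellow fluorescence (Ex 488/Em 500-530).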
GRP78 ERSR act = qHTS for Inducers of the Endoplasmic Reticulum Stress Response (ERSR) in Human Glioma: qHTS; actives 0.02% (n = 420,000); AID 602332, 2012; Potency, µM, for the others: at the highest dose activation, hits mostly activators; U87-MG GRP78 promoter luciferase reporter, 16 h; note: potency is the fitted concentration of half-maximal effect; series mostly up to about 76 µM; % of control where 0% means no effect; nearly all actives have a fitted effect of over 35% in size
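ERSR induction read as luciferase luminescence (Bright-Glo, 10 min at room temperature) in stably transfected human U87-MG glioma cells exposed to compounds for 16 h, using GRP78 as sensor.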
ALOX12 inh = Primary qHTS assay for inhibitors of human arachidonate 12S-lipoxygenase (ALOX12): Round 2; actives 1.1% (n = 580,000); Potency, µM (titrated, usually from 108 µM), for the others: at the highest dose activity change, negative = inhibition, usual class: inhibitors; purified 12hLO, xylenol orange hydroperoxide absorbance; note: potency is the fitted concentration of half-maximal effect; % is set by controls: 0 for no effect and ±100 for the full control effect
Target sequence (P18054 whole entry, looked up): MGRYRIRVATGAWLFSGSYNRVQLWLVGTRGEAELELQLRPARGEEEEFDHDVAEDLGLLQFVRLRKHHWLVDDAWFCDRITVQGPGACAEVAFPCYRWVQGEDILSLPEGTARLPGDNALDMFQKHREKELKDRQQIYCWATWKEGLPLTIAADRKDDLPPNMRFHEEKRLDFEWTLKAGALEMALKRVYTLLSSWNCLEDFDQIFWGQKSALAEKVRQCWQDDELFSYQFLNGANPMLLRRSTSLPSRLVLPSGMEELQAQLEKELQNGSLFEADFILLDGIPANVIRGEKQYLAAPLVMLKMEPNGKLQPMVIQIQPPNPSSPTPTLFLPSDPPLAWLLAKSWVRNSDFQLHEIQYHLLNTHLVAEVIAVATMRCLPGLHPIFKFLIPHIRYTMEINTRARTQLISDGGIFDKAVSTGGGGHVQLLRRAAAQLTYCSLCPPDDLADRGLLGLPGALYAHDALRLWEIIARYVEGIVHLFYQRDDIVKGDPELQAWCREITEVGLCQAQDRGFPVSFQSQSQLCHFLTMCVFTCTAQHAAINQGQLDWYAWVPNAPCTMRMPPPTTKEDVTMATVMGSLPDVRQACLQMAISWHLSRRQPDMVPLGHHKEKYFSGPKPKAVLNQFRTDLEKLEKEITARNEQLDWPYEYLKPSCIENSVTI
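Purified human 12hLO at 150 nM in 25 mM Hepes, 0.01% Triton X-100, pH 7.0, preincubated 15 min at room temperature with compound. Reaction started with 40 uM arachidonic acid, 30 min at room temperature. Hydroperoxide measured by Fe-xylenol orange, 573/405 nm absorbance ratio.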
D2 antagonist = HTS Assay for Allosteric Antagonists of the Human D2 Dopamine Receptor: Primary Screen for Antagonists. HEK293 TREx D2 cells, calcium flux, dopamine EC80. inhibition, % at 10 µM. D(2) dopamine receptor (Homo sapiens), P14416. actives 2% (n = 340,000). AID 485344, 2010; in the data active = inhibition above about 30%; note: 0% is about no effect
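Measurement of antagonist activity uses fluorescent calcium dye in inducible HEK293 T-REx D2 cells: 10 s baseline, compound addition with 180 s read, EC80 dopamine addition with a further 180 s read.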
LDHA inh = qHTS assay for inhibitors of human lactate dehydrogenase; purified LDHA, NADH/diaphorase-resazurin fluorescence; active compounds read low; activity change, % (values are at about 110 or 230 µM); actives 0.15% (n = 480,000); in the data active = activity change below about -30%; inconclusive = mostly about -25% to -30%;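 note: plate controls were DMSO wells for no effect and wells without enzyme for full effect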
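Resorufin fluorescence (ex540/em590), read at 0 and 20 min after diaphorase/resazurin addition, reports the NADH left after a 5 min room-temperature reaction of 2 nM human LDH5 with 0.06 mM NADH and 0.2 mM pyruvate.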
RGS4 inh = Inhibitors of Regulator of G Protein Signaling (RGS) 4: qHTS; Regulator of G-protein signaling 4 (Homo sapiens), P49798; Transcreener GDP fluorescence polarization, RGS4-accelerated GTP hydrolysis; Potency, µM (top dose mostly 114 µM), inactives show at the highest dose activity change, negative = inhibition, most hits filed as inhibitors; actives 0.039% (n = 390,000); AID 504845, 2011; note: potency is the fitted concentration of half-maximal effect; % is set by controls: 0 for no effect and ±100 for the full control effect; nearly all actives have a fitted effect of over 75% in size; some results filed as inactive show a strong effect at the top dose
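MLSMR compounds (23 nl, pin-transferred) preincubated 10 min at room temperature with a 500nM (2x) first reagent, then RGS4 at 900nM (2x) plus Transcreener GDP mix added; fluorescence polarization (620/688 nm) read before and after 90 min at 30 °C.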
* = called active by the depositor; i = inactive; ? = inconclusive; / = not tested or not shown; [ ] = another dose, or the depositor's remark. Unless noted, calls come from the whole dose curve; as a rule, active = well fitted curve in the direction sought with a large enough effect; inconclusive = small, poorly fitted or top-dose-only effect, or another doubt; inactive = no such curve, though single readings can be large; an effect the other way counts as inactive or inconclusive. An excerpt (hit frequency here may not be typical).

1. O=C(CN1CCCCCC1)N/N=C/c1cccs1
2. COc1ccc(-c2ccc(OC)c([C@H]3[C@H]4C=CC[C@@H](C)[C@@H]4C(=O)N3Cc3ccccc3)c2)cc1OC
3. CN(C(=O)c1ccccc1C(=O)OCC(=O)NCc1ccccc1)C1CCCCC1
4. O=C(NCC1CCCN1S(=O)(=O)c1cccs1)C(=O)Nc1ccccc1 (configuration not stated)
5. Cc1ccc(S(=O)(=O)N(C)CC(=O)NCCCn2ccnc2)cc1
6. CCN1CCN(C(=S)Nc2sc(C)c(-c3ccccc3)c2C(=O)OC)CC1
7. COc1ccccc1NC(=O)CSc1nnc(C2CCCCC2)o1
8. O=C1CSC(=Nc2ccccc2)N1Cc1ccccc1
9. CCOC(=O)N1CCN(S(=O)(=O)c2ccc(C(=O)N(CCN(C)C)c3nc4ccc(Cl)cc4s3)cc2)CC1
10. COc1cc2c(cc1OC)C(c1ccccc1)NC(C)(C)C2 (configuration not stated)
screen / no. | 1 | 2 | 3 | 4 | 5 | 6 | 7 | 8 | 9 | 10
D2 ag | 0.1 | 0.7 | 0.4 | -1.0 | -0.4 | -1.2 | -0.4 | / | 3.0 | 0.8
Vif-APOBEC3G blk | -1% | -5% | -3% | -2% | 0% | -4% | -1% | -3% | 0% | 2%
ERG Ets-DNA blk | 2% | 0% | 28% | 2% | -10% | -3% | -7% | 1% | -7% | 8%
Vif-APOBEC3F blk | -8% | -6% | 0% | -27% | -7% | -5% | 3% | 3% | -10% | 0%
GRP78 ERSR act | -1% | -3% | -1% | -4% | -4% | -3% | -9% | 3% | 11% | -3%
ALOX12 inh | 21% | ? | -15% | -1% | ? | 170%[activator] | -1% | -6% | -25% | -3%
D2 antagonist | -4 | -13 | -7 | -29 | -12 | 3 | -2 | / | 24 | -11
LDHA inh | -12 | -2 | -3 | -6 | -2 | -4 | -7 | -1 | -3 | -1
RGS4 inh | 23% | -50% | 11% | 2% | 4% | -5% | -5% | 3% | 29% | -7%

11. CC(=O)NC(=S)Nc1ccc2oc(=O)ccc2c1
12. Cn1ncc2c1NC(c1ccc(F)cc1)SCC2=O (configuration not stated)
13. COc1cc(/C=C/C(=O)OCC(=O)NC2CC2)cc(OC)c1OC
14. Nc1nc2ccccc2n1CCOc1ccc(Br)cc1
15. O=C(N/N=C/c1c[nH]c2ccccc12)c1ccccc1O
16. Cc1ccc(C(=O)N2CCC3(CC2)Oc2ccc(F)cc2C(=O)C32CC(c3ccc(Cl)cc3)=NO2)s1 (configuration not stated)
17. Cc1cc2nc(SCCOC(=O)Nc3ccccc3)nc(C)c2cc1C
18. CC(CC(=O)O)CC(=O)Nc1nncs1 (configuration not stated)
19. CCCCSCCCNC(=O)CCCN1C(=O)c2ccccc2Sc2ncccc21
20. CC1Cc2cc(S(=O)(=O)N3CCCCC3C)ccc2N1C(=O)C1CCC1 (configuration not stated)
screen / no. | 11 | 12 | 13 | 14 | 15 | 16 | 17 | 18 | 19 | 20
D2 ag | 0.6 | / | / | 3.4 | -0.2 | 1.3 | -0.5 | 0.1 | -0.7 | 1.0
Vif-APOBEC3G blk | -3% | -1% | -1% | 4% | 4% | -1% | 0% | 0% | 1% | 1%
ERG Ets-DNA blk | 4% | / | 3% | 9% | 8% | -21% | -1% | 4% | -7% | -5%
Vif-APOBEC3F blk | 1% | -5% | -12% | ? | -8% | -1% | 0% | 3% | 16% | 5%
GRP78 ERSR act | 5% | -4% | 3% | -6% | 5% | -4% | 1% | -6% | 0% | -5%
ALOX12 inh | -9% | -7% | 23% | 6% | i | 34%[activator] | -18% | -11% | -19% | 11%
D2 antagonist | -17 | / | / | 16 | -1 | 16 | 2 | 17 | -10 | -3
LDHA inh | -1 | -8 | -2 | 0 | 0 | 0 | -2 | -3 | -9 | 1
RGS4 inh | -35% | / | 29% | 8% | 13% | -26% | -15% | -4% | 6% | 5%

A different layout for part of the listing above.
18: CC(CC(=O)O)CC(=O)Nc1nncs1 (configuration not stated)
  D2 ag = 0.1
  Vif-APOBEC3G blk = 0%
  ERG Ets-DNA blk = 4%
  Vif-APOBEC3F blk = 3%
  GRP78 ERSR act = -6%
  ALOX12 inh = -11%
  D2 antagonist = 17
  LDHA inh = -3
  RGS4 inh = -4%

14: Nc1nc2ccccc2n1CCOc1ccc(Br)cc1
  D2 ag = 3.4
  Vif-APOBEC3G blk = 4%
  ERG Ets-DNA blk = 9%
  Vif-APOBEC3F blk = ?
  GRP78 ERSR act = -6%
  ALOX12 inh = 6%
  D2 antagonist = 16
  LDHA inh = 0
  RGS4 inh = 8%

16: Cc1ccc(C(=O)N2CCC3(CC2)Oc2ccc(F)cc2C(=O)C32CC(c3ccc(Cl)cc3)=NO2)s1 (configuration not stated)
  D2 ag = 1.3
  Vif-APOBEC3G blk = -1%
  ERG Ets-DNA blk = -21%
  Vif-APOBEC3F blk = -1%
  GRP78 ERSR act = -4%
  ALOX12 inh = 34%[activator]
  D2 antagonist = 16
  LDHA inh = 0
  RGS4 inh = -26%

19: CCCCSCCCNC(=O)CCCN1C(=O)c2ccccc2Sc2ncccc21
  D2 ag = -0.7
  Vif-APOBEC3G blk = 1%
  ERG Ets-DNA blk = -7%
  Vif-APOBEC3F blk = 16%
  GRP78 ERSR act = 0%
  ALOX12 inh = -19%
  D2 antagonist = -10
  LDHA inh = -9
  RGS4 inh = 6%

Later entries
21. Cc1[nH]c2ccc(C(=O)NC3CCC(C)CC3)cc2c1C (configuration not stated)
22. O=C(Cn1nc(-c2ccccc2)c2ccccc2c1=O)NCC1CCCO1 (configuration not stated)
23. CCN(CCC#N)c1ccc(/C=N/Nc2nc(C)cc(=O)[nH]2)c(C)c1
24. CCCCc1nc2cc(C(=O)N3CCC(OC)CC3)ccc2o1
25. COc1cccc(/C=C/C(=O)NCCc2ccc3c(c2)OCCO3)c1
26. O=C(CSc1ccc(-c2ccccn2)nn1)N1CCCC1
27. CC(OC(=O)CCC(=O)c1cccs1)C(=O)Nc1ccccc1[N+](=O)[O-] (configuration not stated)
28. CC(NC(=O)c1ccc(NC(=O)CC2SC(N3CCCC3)=NC2=O)cc1)c1ccc(S(N)(=O)=O)cc1 (configuration not stated)
29. COc1ccc(N2CCN(C(=O)Cc3noc4ccc(C)cc34)CC2)cc1
30. CCOc1cc(N2CCOCC2)c(OCC)cc1NC(=O)COC(=O)CCOc1ccc(C)cc1
screen / no. | 21 | 22 | 23 | 24 | 25 | 26 | 27 | 28 | 29 | 30
D2 ag | 0.5 | -0.2 | 0.2 | -0.5 | 2.5 | -0.1 | -1.6 | / | 0.2 | 1.1
Vif-APOBEC3G blk | -6% | 2% | -4% | 3% | -5% | -5% | 1% | 0% | -5% | 0%
ERG Ets-DNA blk | 12% | -6% | 3% | 1% | -2% | -5% | 2% | 13% | -3% | 0%
Vif-APOBEC3F blk | ? | -10% | -5% | 1% | 12% | -8% | 6% | 5% | 3% | 3%
GRP78 ERSR act | 3% | 1% | -6% | ? | 2% | 6% | 0% | 1% | -2% | 1%
ALOX12 inh | 3% | -10% | 0% | 7% | -1% | 16% | -4% | -15% | ? | -24%
D2 antagonist | -12 | -4 | 10 | 10 | 11 | 0 | 0 | / | / | -4
LDHA inh | -3 | 1 | 13 | -7 | -6 | -1 | -8 | -18 | 1 | 4
RGS4 inh | 8% | -6% | -7% | -10% | -5% | ? | 7% | 11% | -24% | 5%

31. Fc1ccc(-n2c(-c3ccc4ccccc4n3)n[nH]c2=S)cc1
32. COc1ccc(CNC(=O)CSc2ncc3c(n2)-c2cc(Cl)ccc2N(Cc2ccccc2)S3(=O)=O)cc1OC
33. Cc1cccnc1NC(=O)CNC(=O)c1sc2ccccc2c1Cl
34. Cc1cccc(N2O[C@H]3C=CC2CCCC3)n1
35. CCCn1c(C)cc(C(=O)COc2ncnc3sccc23)c1C
36. NC(=O)C1CC(=O)N(c2ccc(OCc3ccc(Cl)cc3Cl)cc2)C1 (configuration not stated)
37. OC[C@@H]1CN(Cc2cccs2)C[C@H](n2cnc3c(N4CCN(c5ccccc5)CC4)ncnc32)O1
38. CCCCc1cc2c(cc1NC(=O)CN1CCCCC1)OCCO2
screen / no. | 31 | 32 | 33 | 34 | 35 | 36 | 37 | 38
D2 ag | 0.4 | -0.1 | 0.1 | / | -0.2 | 0.8 | / | 0.6
Vif-APOBEC3G blk | 0% | -2% | -6% | -3% | 0% | -1% | -5% | -6%
ERG Ets-DNA blk | -3% | 1% | -17% | 5% | 2% | 0% | / | 6%
Vif-APOBEC3F blk | 2% | 0% | 4% | 1% | -6% | -1% | / | -26%
GRP78 ERSR act | -3% | 0% | 3% | 4% | 2% | -4% | -3% | 0%
ALOX12 inh | ? | -14% | -1% | -4% | -5% | 0% | 3% | -10%
D2 antagonist | 12 | / | -10 | / | -6 | 2 | / | 11
LDHA inh | -7 | -2 | -2 | -2 | -13 | 0 | -3 | 8
RGS4 inh | -24% | -16% | 13% | 1% | 4% | -11% | / | 0%
